Screening data from PubChem BioAssay.
LYPLA1 inh – blocks human lysophospholipase 1, a PME1 counter-screen | O75608 | recombinant LYPLA1, FP-Rh probe fluorescence polarization | inhibition, % at 5.9 µM | hit rate 0.16% among 320,000 | AID 2174;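 active = inhibition above the mean of all tested compounds plus 3 SD, set per campaign, cut at about 14% in these data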;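 also: inhibitors block serine hydrolase probe labeling of LYPLA1 so polarization falls; 0% = enzyme with DMSO and 100% = wells lacking LYPLA1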
PAFAH2 inh – PAFAH2 (human) inhibition. Q99487. recombinant PAFAH2, FP-rhodamine activity probe, fluorescence polarization. inhibition, % at 3.39 µM. hit rate 0.99% among 340,000. AID 492956;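 active = inhibition above the mean over all tested compounds plus 3 SD, cut at about 30% in these data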;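 also: inhibitors block probe labeling of enzyme so polarization drops; 0% = enzyme with DMSO and 100% = wells lacking PAFAH2 protein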
PAFAH1B3 inh – inhibitors of human PAFAH1B3; hit rate 0.28% among 340,000; Q15102; AID 492972; inhibition, % at 3.39 µM; recombinant PAFAH1B3, FP-rhodamine probe, fluorescence polarization;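 active = inhibition above the screen-wide average of all tested compounds plus 3 SD, cut at about 25% in these data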;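 also: 0% = enzyme with DMSO only and 100% = wells lacking PAFAH1B3 protein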
PAFAH1B2 inh – blocks human PAF acetylhydrolase 1b catalytic subunit 2; recombinant PAFAH1B2, FP-rhodamine activity probe, fluorescence polarization; inhibition, % at 3.39 µM; hit rate 1.2% among 340,000; AID 492953;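 active = inhibition above the mean of all tested compounds plus 3 SD, cut at about 24% in these data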;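 also: 0% = enzyme with DMSO and 100% = wells lacking PAFAH1B2; many of its hits are not listed in these tables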
LYPLA2 counter – blocks human lysophospholipase 2, a PME1 counter-screen. O95372. recombinant LYPLA2, FP-Rh probe fluorescence polarization. inhibition, % at 5.9 µM. hit rate 0.38% among 320,000. AID 2177;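 active = inhibition above the screen-wide mean plus 3 SD, limit set per campaign, cut at about 26% in these data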;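 also: 0% = LYPLA2 with DMSO and 100% = wells lacking LYPLA2 enzyme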
PME-1 primary – blocks human protein phosphatase methylesterase 1; recombinant PME-1, FP-Rh probe fluorescence polarization; inhibition, % at 5.9 µM; hit rate 0.53% among 320,000;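 active = inhibition above the campaign mean of all compounds plus 3 SD, cut at about 26% in these data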;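 also: competitive labeling of PME-1 active site by serine hydrolase directed probe; 0% = PME-1 with DMSO and 100% = wells lacking PME-1 enzyme; inhibitors block probe labeling so polarization falls and inhibition rises; many of its hits are not listed in these tables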
Target sequence (Q9Y570 whole entry, looked up): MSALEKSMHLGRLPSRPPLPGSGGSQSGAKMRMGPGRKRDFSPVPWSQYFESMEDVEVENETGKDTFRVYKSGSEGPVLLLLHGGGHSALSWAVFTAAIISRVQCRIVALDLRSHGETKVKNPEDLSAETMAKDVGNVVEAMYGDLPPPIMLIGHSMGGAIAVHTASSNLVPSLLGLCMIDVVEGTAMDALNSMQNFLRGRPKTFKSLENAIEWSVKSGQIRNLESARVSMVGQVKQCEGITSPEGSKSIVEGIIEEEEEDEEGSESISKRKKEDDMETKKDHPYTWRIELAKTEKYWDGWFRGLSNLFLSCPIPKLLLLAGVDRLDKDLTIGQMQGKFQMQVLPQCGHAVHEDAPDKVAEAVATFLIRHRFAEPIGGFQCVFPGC
pPAFAH FP inh – pPAFAH (human) enzyme inhibition. Q13093. inhibition, % at 3.39 µM. recombinant pPAFAH, FP-rhodamine probe fluorescence polarization. hit rate 1.5% among 330,000. AID 463082;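 active = inhibition above the mean inhibition across the screen plus 3 SD, cut at about 25% in these data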;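 also: inhibitors block binding of the rhodamine activity-based probe so polarization drops; 0% = enzyme with DMSO and 100% = wells lacking pPAFAH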
GSTO1 inh – counter-screen for RBBP9 inhibitors: inhibitors of human GSTO1 | recombinant GSTO1, activity-based probe fluorescence polarization | inhibition, % at 5.96 µM | hit rate 1.1% among 300,000 | P78417;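 active = inhibition above the campaign mean inhibition plus 3 SD, cut at about 35% in these data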;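 also: 0% = GSTO1-1 with DMSO and 100% = wells lacking GSTO1-1 enzyme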
PAD4 FP inh – inhibitors of human PAD4. AID 485272. Q9UM07. inhibition, % at 6.36 µM. hit rate 0.41% among 330,000. recombinant PAD4, RCA probe fluorescence polarization;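 active = percent inhibition above a cutoff equal to the mean of all tested compounds plus 3 SD, cut at about 15% in these data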;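 also: 0% = PAD4 with RCA probe and DMSO and 100% = probe without PAD4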
Target sequence (Q9UM07 whole entry, looked up): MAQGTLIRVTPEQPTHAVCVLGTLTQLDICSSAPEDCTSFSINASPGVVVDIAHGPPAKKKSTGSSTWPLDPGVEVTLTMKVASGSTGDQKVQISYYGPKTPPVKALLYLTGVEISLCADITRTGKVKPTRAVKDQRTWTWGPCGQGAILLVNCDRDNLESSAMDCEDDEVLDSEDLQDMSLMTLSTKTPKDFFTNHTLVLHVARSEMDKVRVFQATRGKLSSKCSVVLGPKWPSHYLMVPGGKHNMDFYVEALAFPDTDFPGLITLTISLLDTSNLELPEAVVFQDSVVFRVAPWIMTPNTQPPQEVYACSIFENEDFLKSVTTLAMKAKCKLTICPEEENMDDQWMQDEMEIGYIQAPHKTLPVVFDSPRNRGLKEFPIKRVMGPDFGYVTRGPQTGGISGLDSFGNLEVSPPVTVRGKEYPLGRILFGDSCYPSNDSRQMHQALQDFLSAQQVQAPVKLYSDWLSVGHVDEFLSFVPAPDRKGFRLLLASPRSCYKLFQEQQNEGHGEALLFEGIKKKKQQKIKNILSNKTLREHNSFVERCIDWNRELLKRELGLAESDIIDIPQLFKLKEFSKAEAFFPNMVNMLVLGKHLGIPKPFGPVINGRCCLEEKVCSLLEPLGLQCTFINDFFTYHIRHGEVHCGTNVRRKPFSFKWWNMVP
* marks the source's active call; other numbers are inactive results; . = not tested or not shown. Not all compounds are listed (hit frequency here may not be typical).

SMILES | LYPLA1 inh | PAFAH2 inh | PAFAH1B3 inh | PAFAH1B2 inh | LYPLA2 counter | PME-1 primary | pPAFAH FP inh | GSTO1 inh | PAD4 FP inh
Cc1ccc(NC(=O)CSc2nc(C)c(Cc3ccccc3)c(=O)[nH]2)cc1C | -1 | 2 | 4 | 7 | -1 | 0 | -4 | -21 | 7
CCNc1sc(C(=O)c2cccs2)c(N)c1-c1nc2ccccc2s1 | 1 | -4 | -5 | 0 | 0 | 13 | 11 | -20 | -2
COc1ccc(Cc2nnc(SCC(=O)Nc3ncc(C)s3)o2)cc1 | 7 | 7 | 0 | 5 | 6 | 3 | 3 | 17 | -1
O=C(COC(=O)[C@@H]1CCCN1C(=O)c1cccs1)Nc1ccc(Br)cc1 | . | 5 | 13 | 6 | . | . | 8 | . | -2
COc1ccc(C(=O)Nc2nc(N)n(-c3ccccc3)n2)cc1 | 0 | 5 | 0 | 0 | 4 | 8 | 1 | -4 | 3
COc1ccc(Oc2coc3cc(OC(=O)c4cncc(Br)c4)ccc3c2=O)cc1 | 4 | 2 | 0 | 0 | 4 | 2 | 0 | -3 | 1
CN(C)/C=C1\N=C(c2cccnc2Oc2ccc(Cl)cc2)OC1=O | 2 | 15 | 1 | 6 | 5 | 0 | 10 | -1 | 1
O=S1(=O)C=C(Sc2nc3cc(Cl)ccc3o2)c2ccccc21 | -4 | -2 | 1 | 1 | -1 | 0 | 2 | 6 | 7
COc1ccc(C(=O)OCC(=O)Nc2c(C)n(C)n(-c3ccccc3)c2=O)cc1 | . | 24 | 7 | 7 | . | . | 10 | . | -4
Cc1cc(C)nc(OC(C(=O)O)C(OCCc2ccccc2)(c2ccccc2)c2ccccc2)n1 (stereo not given) | 1 | 0 | 2 | 9 | -2 | -1 | 0 | 9 | -6
COC(=O)c1c(NC(=O)CCCC(=O)O)sc2c1CCC2 | 0 | -5 | 7 | 3 | 3 | 2 | 8 | 7 | -1
COc1ccc(-c2cn3ccc4ccccc4c3n2)cc1 | 3 | -3 | -1 | -1 | 4 | 5 | 1 | 1 | 6
CCOc1ccc(S(=O)(=O)N(CC(=O)NC2CCCCC2C)Cc2ccco2)cc1 (stereo not given) | 0 | -1 | 1 | 6 | 7 | 12 | 4 | -2 | -3
Cc1ccc2nc(-c3ccc4c(c3)OCCO4)cn2c1 | 1 | 7 | 6 | 6 | 2 | 2 | 0 | 4 | -3
COc1ccc(CNS(=O)(=O)NCc2ccc(OC)c(OC)c2)cc1OC | 4 | -9 | -3 | 5 | 5 | -2 | 8 | 0 | -5
CC1CN(C(=O)CSc2nc(-c3ccccc3)cs2)CC(C)O1 (stereo not given) | 2 | -4 | 1 | -1 | -1 | -5 | 6 | 3 | 1
CC(=O)Nc1ccccc1C(=O)C(=O)Nc1cccc(C(=O)N2CC(C)CC(C)C2)c1 (stereo not given) | -1 | 0 | 9 | 1 | 5 | 1 | 6 | -1 | -1
CCOc1ccc(-n2cc(C(=O)Nc3cccc(Cl)c3)c3cc(OC)c(OC)cc3c2=O)cc1 | -12 | -25 | -18 | -8 | -22 | -26 | -3 | -14 | -4
CC(=O)Nc1nc2ccc(C(=O)NCCOC(=O)C3CCCCC3)cc2s1 | 1 | -2 | 1 | 6 | 7 | 4 | 4 | -3 | 4
O=S(=O)(NCc1cccnc1)c1cccn1-c1ncc(C(F)(F)F)cc1Cl | 6 | 0 | 0 | 4 | 8 | 6 | 10 | 4 | -2
Clc1ccc(/C=C/c2nc(Cl)c(-c3ccc(Cl)cc3)c(Cl)n2)cc1 | 4 | -2 | 3 | 5 | -1 | -3 | -4 | -4 | -6
Cc1onc(-c2ccccc2)c1CNS(=O)(=O)c1cccc(Br)c1 | 2 | 4 | 4 | 0 | 4 | 0 | 5 | 2 | 1
Cc1ccc(C(=O)CN(C(=O)c2ccc(Cl)cc2)N2C(=O)CCC2=O)cc1 | 4 | -1 | 7 | 3 | 9 | 0 | -2 | 15 | -4
C=CCNc1cccc(Br)c1 | 2 | 2 | 0 | 6 | -1 | -5 | 8 | -7 | -3
C/C(=N\NC(=O)c1ccc(Cn2cc(Br)cn2)o1)c1cccc(NC(=O)C(C)(C)C)c1 | 2 | 0 | -4 | 5 | 9 | -5 | 6 | -6 | 2

A second format for four compounds above.
Fields: LYPLA1 inh	PAFAH2 inh	PAFAH1B3 inh	PAFAH1B2 inh	LYPLA2 counter	PME-1 primary	pPAFAH FP inh	GSTO1 inh	PAD4 FP inh
> CCOc1ccc(S(=O)(=O)N(CC(=O)NC2CCCCC2C)Cc2ccco2)cc1 (stereo not given)
→ 0	-1	1	6	7	12	4	-2	-3
> O=C(COC(=O)[C@@H]1CCCN1C(=O)c1cccs1)Nc1ccc(Br)cc1
→ .	5	13	6	.	.	8	.	-2
> Clc1ccc(/C=C/c2nc(Cl)c(-c3ccc(Cl)cc3)c(Cl)n2)cc1
→ 4	-2	3	5	-1	-3	-4	-4	-6
> Cc1ccc2nc(-c3ccc4c(c3)OCCO4)cn2c1
→ 1	7	6	6	2	2	0	4	-3

As entered above.
CCNc1sc(C(=O)c2cccs2)c(N)c1-c1nc2ccccc2s1 @ LYPLA2 counter: 0
COc1ccc(C(=O)Nc2nc(N)n(-c3ccccc3)n2)cc1 @ LYPLA1 inh: 0

More compounds
SMILES | LYPLA1 inh | PAFAH2 inh | PAFAH1B3 inh | PAFAH1B2 inh | LYPLA2 counter | PME-1 primary | pPAFAH FP inh | GSTO1 inh | PAD4 FP inh
Cn1c(Cn2c(=O)sc3ccccc32)nnc1SCc1ccc(F)cc1 | 3 | 0 | 6 | 2 | -3 | 3 | -7 | -1 | 0
COc1ccc(Cl)cc1S(=O)(=O)N1CCN(CC(=O)C(C)(C)C)CC1 | -1 | 0 | -1 | -2 | 0 | -3 | 0 | -1 | -8
Cc1ccc(Oc2ccc(OCC(=O)NC(C)C(=O)O)cc2)cc1 (stereo not given) | 1 | 3 | -2 | 5 | -3 | -2 | 11 | -8 | -5
Cn1cccc1CC(=O)NNC(=S)NC(=O)c1ccccc1Br | 2 | 0 | 3 | 4 | 1 | 0 | 26* | 3 | 3
CC(C)CN(C(=O)COC(=O)CCCc1c[nH]c2ccccc12)c1c(N)n(Cc2ccccc2)c(=O)[nH]c1=O | 0 | -4 | -1 | 1 | 5 | 9 | 0 | 1 | 1
Cc1ccnc(NC(=O)c2cccc(NC(=O)Cc3ccccc3)c2)c1 | 1 | -1 | -3 | -1 | 1 | -4 | -1 | -4 | 0
COc1cc(C(=O)Nc2ccc(-c3nc4cc(C)ccc4o3)c(O)c2)cc(OC)c1OC | -12 | -25 | -11 | -16 | -29 | -22 | 0 | 6 | -4
CCC1Oc2ccccc2N(CC(=O)NCCN2C(C)CCCC2C)C1=O (stereo not given) | 3 | -3 | -4 | 0 | 2 | -9 | -5 | 13 | 7
C=CCn1c(SCC(=O)c2cccs2)nc2sc(C)c(C)c2c1=O | -4 | -4 | 9 | 1 | -5 | -9 | -3 | 11 | -2
COc1ccc(-c2nn(-c3ccccc3)cc2C(=O)N2CCOCC2)cc1 | -2 | -4 | 3 | 0 | -2 | -1 | 2 | 0 | -2
O=C(C1CCN(S(=O)(=O)c2c(Cl)cccc2Cl)CC1)N1CCCCCCC1 | -5 | 9 | -4 | 4 | -10 | -3 | -8 | 1 | -13
Cc1ccc(CNS(=O)(=O)c2ccc3c(c2)n(C)c(=O)c(=O)n3C)cc1 | 0 | 7 | 5 | 4 | -5 | 0 | 3 | -1 | 1
O=C(Nc1cccc(S(=O)(=O)NC2=NCCC2)c1)c1cn(-c2ccccc2)nc1-c1ccc(F)cc1 | . | -32 | -35 | -26 | . | . | -10 | . | -12
O=C(NC1CCOCC1)C1CCC(=O)N(CCc2cccc(F)c2)C1 (stereo not given) | 1 | -2 | 9 | 5 | 2 | 4 | 2 | 2 | 0
CC(C)(C)c1ccc(C(=O)N2CCN(C(=O)C3CCCCC3)CC2)cc1 | 1 | 1 | 3 | 1 | 4 | -2 | 3 | -2 | 1
CCOc1cc(CNCc2cccs2)cc(Br)c1OCC | 2 | -1 | 8 | 2 | -13 | -9 | 1 | -3 | -10
Cc1ccc(-c2nc(N3CCOCC3)sc2C(=O)N2CCOCC2)cc1 | 2 | -1 | 3 | -4 | -1 | -7 | -3 | 4 | -3
COCc1ccc(C(=O)NC(C)c2cnn(-c3ccccc3C)c2C)o1 (stereo not given) | 2 | -4 | 4 | 5 | 1 | 3 | 1 | -3 | -1
COc1cc(C)c(S(=O)(=O)NCc2cccnc2)cc1C | 4 | 4 | -2 | 3 | 4 | 2 | 6 | 6 | -3
Cc1ccccc1NC(=O)Nc1ccc2c(c1)OCO2 | -2 | 1 | 1 | -2 | 5 | 3 | 6 | 15 | 1
CC(NC(=O)C(NC(=O)C1CCCN1C(=O)OC(C)(C)C)C(C)C)C(N)=O (stereo not given) | -4 | -3 | 7 | 7 | 3 | 4 | -1 | -1 | 3
O=C(COC(=O)c1ccc(Cl)nc1)Nc1ccc(S(=O)(=O)N2CCCC2)cc1 | 0 | 2 | 2 | 2 | 8 | 4 | -2 | 7 | -3
CC1CCCC(NC(=O)CSc2n[nH]c(N)n2)C1C (stereo not given) | . | 7 | 6 | 4 | . | . | -4 | . | 0
CCN(CC)C(=O)c1ccccc1NS(=O)(=O)c1ccc(OC)c(C(=O)N2CCOCC2)c1 | 3 | -1 | -5 | 1 | 3 | 1 | 1 | 0 | 2
Cc1cc(O)c(-c2cc(C(=O)Nc3ccc(S(=O)(=O)N4CCOCC4)cc3)[nH]n2)cc1C | -13 | -10 | -6 | 3 | -9 | -1 | -3 | -7 | 2
Further compounds follow.
SMILES | LYPLA1 inh | PAFAH2 inh | PAFAH1B3 inh | PAFAH1B2 inh | LYPLA2 counter | PME-1 primary | pPAFAH FP inh | GSTO1 inh | PAD4 FP inh
COc1ccc(S(=O)(=O)Nc2ccc(C)cn2)cc1 | 6 | -5 | 10 | -5 | 2 | 0 | -4 | 11 | -4
CCOc1ccccc1-c1cc(C(=O)Nc2ccc(C(=O)O)cc2)c2ccccc2n1 | -3 | -17 | 5 | -9 | 6 | -5 | 0 | -7 | -4
Cc1cc(C(F)(F)F)nn1Cc1ccc(C(=O)NCc2ccco2)o1 | 1 | 4 | 6 | -1 | -4 | -6 | 5 | 2 | -1
CC(=O)Oc1ccc(C(=O)Nn2cnnc2)cc1 | -1 | 6 | -5 | 6 | -3 | 5 | 5 | 7 | -3
Cc1c(CCO)c(=O)n2c([nH]c3ccccc32)c1C#N | 1 | 6 | 4 | 5 | -3 | 0 | 3 | -6 | -3
O=c1c2ccccc2c(-c2ccccc2)nn1Cc1ccc(Cl)cc1 | 2 | -2 | -4 | 2 | -7 | 5 | 1 | -2 | -2
Cc1ccc(-n2ncc3c(N4CCN(c5ccccc5)CC4)ncnc32)c(C)c1 | 1 | -2 | 4 | 5 | 14 | 0 | 8 | 4 | 0
COC(=O)c1ccccc1NC(=O)COC(=O)c1ccccc1N=Nc1ccc(N(C)C)cc1 | 1 | 9 | 4 | 2 | 7 | 5 | 3 | 9 | 4
COc1cccc(NC(=O)C2C3CCC4C(CCC32)C4(Cl)Cl)c1 (stereo not given) | -5 | 4 | 4 | 10 | -3 | -4 | -4 | 1 | 4
O=C(Nc1ccc(F)cc1)c1cccc(C(=O)Nc2ccc(F)cc2)c1 | -6 | -2 | 7 | 2 | -1 | -5 | -1 | 3 | 2
